HEK293 NFkB inh = inhibitors of the PMA/ionomycin-induced NF-kB reporter in HEK293 cells; HEK-293 NF-kB luciferase reporter, luminescence; inhibition, % at 3 µM; 0.21% of 62,000 active; AID 465;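 active = inhibition above the mean of all tested compounds plus 3 SD, cut at about 40% in these data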;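 also: 0% = stimulated DMSO wells and 100% = 10 µM reference inhibitor 5653914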
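Material: HEK-293 cells with stable firefly luciferase reporter driven by four HIV NF-kB elements / Also added: PMA plus ionomycin mix as NF-kB-activating stimulus / Compound dosing: 3 µM once, 0.30% DMSO / Times: 1 h pretreatment, 16 h stimulation, 37 °C / Signal: luminescence / Evaluation: per-plate % inhibition versus controls / Benchmarks: DMSO and 10 µM reference inhibitor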
Ec RNAP inh = Escherichia coli RNA polymerase inhibition. inhibition, %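 (tested at 10 µM)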. AID 559. P0A8V2. E. coli RNA polymerase, fluorescence transcription assay. 0.2% of 62,000 active; in the data active = inhibition above about 20%;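 also: 0% = enzyme without compound and 100% = no enzyme blank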
M1 antagonist = M1 muscarinic receptor (rat) antagonism; P08482; CHO-M1 cells, Fluo-4 calcium, ACh EC80 antagonist mode; hits give low values; B-score at 10 µM; 3.4% of 64,000 active; AID 628;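 active = calcium fluorescence response, raw or row-and-column corrected B-score, differing from the plate sample mean either way at a set confidence level, mostly lower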
S1P3 ag = S1P3 (human) receptor agonism; S1P3 NFAT-BLA reporter cells, FRET ratio; relative to 1 µM S1P, basal subtracted; Q99500; 0.1% of 60,000 active; activation, % at 4.5 µM;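 active = activation above the screen-wide mean plus 3 SD, cut at about 4.5% in these data, passing the limit was not always enough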; also: some compounds called inactive have numbers as strong as hits
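Measure – % activation relative to 1 µM S1P (100%), per plate · System – stable CHO line with human S1P3, Gα16, NFAT-BLA reporter · Timing – cells plated overnight, compound 4 h 37 °C, substrate 2 h RT · Technique – fluorescent BLA substrate, ex 405 nm, em 460/535 nm ratio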
D1 allo mod = allosteric modulators of human D1 dopamine receptor; P21728; HEK293 D1, CRE-luciferase, dopamine EC30 potentiation; actives deviate in either direction; B-score at 10 µM; 5.9% of 58,000 active; AID 641;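 active = luminescence count or its row- and column-corrected plate score outside the 99.7% band of the plate's sample wells, on either side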
Target sequence (P21728 whole entry, looked up): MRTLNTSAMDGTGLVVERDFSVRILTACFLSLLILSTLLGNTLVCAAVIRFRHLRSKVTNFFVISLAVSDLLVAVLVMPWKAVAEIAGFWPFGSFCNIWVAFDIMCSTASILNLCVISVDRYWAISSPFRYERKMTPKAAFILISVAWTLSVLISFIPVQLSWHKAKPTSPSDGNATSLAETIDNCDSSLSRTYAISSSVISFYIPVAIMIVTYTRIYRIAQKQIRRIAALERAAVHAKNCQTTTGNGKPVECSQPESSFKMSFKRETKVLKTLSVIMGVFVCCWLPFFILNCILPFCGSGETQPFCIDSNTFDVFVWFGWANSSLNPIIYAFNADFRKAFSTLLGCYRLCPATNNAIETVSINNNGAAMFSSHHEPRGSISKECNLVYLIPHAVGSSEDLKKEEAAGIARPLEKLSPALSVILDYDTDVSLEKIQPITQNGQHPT
TNAP act DEA = human TNAP activation, intermediate phosphate acceptor; P05186; purified TNAP, CDP-star luminescence, 100 mM DEA, 30 min; hits give high values; scale: 0 levamisole-inhibited, 1 vehicle-only enzyme; activation factor at 20 µM; 64,000 tested, under 10 active;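 active = activation factor of at least 2 at 20 µM, relative to controls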
M1 agonist = M1 muscarinic receptor agonism. AID 626. CHO-M1 cells, Fluo-4 calcium fluorescence, agonist mode; hits give high values. 3% of 64,000 active. B-score at 10 µM;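 active = fluorescence rise, raw or as B-score row- and column-corrected plate score, outside the 99.7% band of its plate's samples, either direction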
Jurkat tox 60K = cytotoxicity toward Jurkat cells | AID 463 | inhibition, % at 4 µM | 1.2% of 56,000 active | Jurkat E6.1 viability, ATP luminescence, 48 h;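 active = inhibition above the mean inhibition of all tested compounds plus 3 SD, cut at about 28% in these data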
S1P1 ag-PAM = activates or potentiates agonism at human S1P1 receptor | P21453 | S1P1 CRE-bla cells, forskolin, beta-lactamase FRET, potentiator mode; S1P1 agonist co-added at EC20, 2 nM; 100% = saturating reference agonist, 0% = basal | activation, % at 9.5 µM | 0.57% of 56,000 active | AID 449;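 active = activation above a cutoff set at the mean activation of all tested compounds plus 3 SD, cut at about 54% in these data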;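 also: forskolin at 4 µM as EC80 and the EC20 agonist is SEW2871; 100% = SEW2871 at its EC100 plus forskolin at EC80; some compounds past the cut are filed as inactive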
Target sequence (P21453 whole entry, looked up): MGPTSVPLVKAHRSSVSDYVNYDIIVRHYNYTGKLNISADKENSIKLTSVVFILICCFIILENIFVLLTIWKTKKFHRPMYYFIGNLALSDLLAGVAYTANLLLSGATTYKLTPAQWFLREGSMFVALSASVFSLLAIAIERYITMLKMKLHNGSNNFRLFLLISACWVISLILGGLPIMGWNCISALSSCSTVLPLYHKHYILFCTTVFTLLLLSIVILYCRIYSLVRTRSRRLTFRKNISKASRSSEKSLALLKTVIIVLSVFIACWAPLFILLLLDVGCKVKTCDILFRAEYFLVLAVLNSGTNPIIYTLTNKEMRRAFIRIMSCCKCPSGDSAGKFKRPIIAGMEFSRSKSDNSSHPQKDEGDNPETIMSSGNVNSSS
* = called active by the depositor; . = not tested or not shown.

molecule	Jurkat tox 60K	S1P3 ag	HEK293 NFkB inh	M1 antagonist	M1 agonist	Ec RNAP inh	D1 allo mod	S1P1 ag-PAM	TNAP act DEA
CCN(CC)S(=O)(=O)N1CCC(C(=O)NCC2COc3ccccc3O2)CC1 (configuration not stated)	-3	-0.7	18	0.19	-0.39	-12	-0.35	-10	0.9
CCc1nnc(NC(=O)CSc2nnc(CSc3nc(C)cc(C)n3)o2)s1	3	2.0	23	-1.3	-0.024	4	.	-56	1
COC(=O)Cn1c(CN2CCN(c3ccccc3F)CC2)nc2c1c(=O)n(C)c(=O)n2C	4	0.8	10	0.058	0.051	5	0.13	-26	0.9
O=C1NCCN1C(=O)c1ccccc1F	2	0.4	7	0.085	0.59	-2	-0.47	-10	1
COC(=O)c1cccc(Nc2nc3ccccc3nc2C)c1	4	-1.8	17	0.77	3.1	1	5.2*	-6	0.9
CCN(CC)c1ccc(C=Nc2ccc(C#N)cc2)c(O)c1	-8	-0.7	4	0.51	0.77	9	0.47	-3	1
CCOC(=O)CN1C(=O)COc2ccc(Cl)cc21	.	.	2	-0.14	-0.99	7	-0.25	.	0.9
COC(=O)c1ccc(C(c2c(N)n(Cc3ccccc3)c(=O)n(C)c2=O)N2CCOCC2)cc1 (configuration not stated)	0	-0.6	13	0.55	0.73	6	-0.86	0	.
Cc1ccc(C2N(c3cccc(Cl)c3)C(=O)C3CCCN32)o1 (configuration not stated)	-9	-1.0	-5	0.91	-0.9	6	0.15	-21	1
Cc1ccsc1/C=N/n1cnc2sc(C)c(C)c2c1=O	-1	0.0	-2	0.3	0.68	10	0.36	7	0.9
O=S(=O)(c1cccc(-c2nc3ccccc3s2)c1)N1CCCC1	1	-1.7	3	0.053	0.31	6	2.9	11	0.9
C[N+]1=C2CCCCCN2C(O)(c2ccccc2)C1 (configuration not stated)	-3	-0.2	13	0.52	0.34	6	-0.2	1	0.9

3 structures already listed, ordered by molar mass, largest number first:
molecule	Jurkat tox 60K	S1P3 ag	HEK293 NFkB inh	M1 antagonist	M1 agonist	Ec RNAP inh	D1 allo mod	S1P1 ag-PAM	TNAP act DEA
COC(=O)Cn1c(CN2CCN(c3ccccc3F)CC2)nc2c1c(=O)n(C)c(=O)n2C	4	0.8	10	0.058	0.051	5	0.13	-26	0.9
O=S(=O)(c1cccc(-c2nc3ccccc3s2)c1)N1CCCC1	1	-1.7	3	0.053	0.31	6	2.9	11	0.9
Cc1ccc(C2N(c3cccc(Cl)c3)C(=O)C3CCCN32)o1 (configuration not stated)	-9	-1.0	-5	0.91	-0.9	6	0.15	-21	1

Further compounds follow.
molecule	Jurkat tox 60K	S1P3 ag	HEK293 NFkB inh	M1 antagonist	M1 agonist	Ec RNAP inh	D1 allo mod	S1P1 ag-PAM	TNAP act DEA
COC(=O)c1ccc(CN2CCN(Cc3ccc(C(=O)OC)o3)CC2)o1	2	0.1	16	-0.35	0.0081	7	-0.52	0	1
COc1ccc(NC(=O)C2CCN(c3nc(C)nc4c3CCC4)CC2)cc1	8	-0.7	4	.	.	2	-2.3	20	0.9
O=C(CC(=O)Nc1ccccn1)Nc1ccccn1	-3	-1.4	4	0.075	0.053	-2	0.1	-7	0.9
Cc1nnc2sc(-c3csc4c3CCCC4)nn12	-1	0.4	2	-0.15	1.5	5	0.99	-45	0.9
Cc1ccc(C(=O)Nc2ccc3c(c2)OCO3)cc1S(=O)(=O)N1CCCCC1	5	-1.0	2	0.036	-1.6	4	0.59	12	0.9
COc1cc(C(C)=O)ccc1OCC(=O)c1cc(C)n(C2CC2)c1C	-1	0.4	30	0.68	-0.56	8	-1.2	14	1
Cc1nc(C)n(CC(O)COc2ccc(C(=O)c3ccccc3)cc2)n1 (configuration not stated)	3	0.9	-2	-1.1	-0.48	9	-0.0011	0	1
O=C(Nc1ccc(-n2cnnn2)cc1)C1CCC1	3	-0.8	14	0.055	-0.035	1	.	3	0.9
CCOC(=O)c1ccc(NS(=O)(=O)c2ccc3c(c2)oc(=O)n3C)cc1	0	1.0	12	0.34	-1.6	-6	2.6	-20	0.9
Cc1ccc(NC(=O)c2c(O)c3ccccc3n(C)c2=O)nc1	.	.	2	-0.079	-0.13	1	0.0044	.	0.9
CCCCCCNc1cc2n(c(=O)n1)CCc1cc(OC)c(OC)cc1-2	-1	-0.8	8	-0.82	2.2	3	3.2*	-65	0.9
COc1ccc(C)cc1NC(=O)C1CC(=O)OC12CCCCC2 (configuration not stated)	-6	1.1	6	0.44	-0.32	6	-0.25	.	0.9
CCc1ncc(C(O)c2cccc(OC)c2OC)n1C (configuration not stated)	8	-0.6	15	-0.58	0.38	12	-0.12	-14	0.8
COc1ccccc1N1CCN(C(=O)c2ccc(S(=O)(=O)N3CCCCCC3)cc2)CC1	9	-1.2	25	-0.89	0.24	6	-1.9	-6	0.9
CCn1c(-c2ccccc2O)n[nH]c1=S	-2	0.2	4	0.25	-1.3	0	-0.032	.	0.8
COc1nc(-c2ccccc2)ccc1-c1noc(-c2ccc(F)cc2)n1	-6	0.3	5	0.032	0.54	8	-0.2	-14	1
Cc1cc(C)nc(N2CCCC(C(=O)Nc3ccc4c(c3)OCO4)C2)n1 (configuration not stated)	-4	1.1	8	0.51	0.61	1	0.8	7	0.9
CC(C)CCOc1ccc(C(=O)O)cc1	3	0.6	-1	1.1	-0.81	-4	.	-8	0.9
CCC1Oc2ccccc2N(CC(=O)NCCCN2CCCCC2CC)C1=O (configuration not stated)	-2	0.3	5	-0.19	0.018	8	0.77	8	1
CCCOc1ccc(CC(CC(=O)O)(C(=O)O)C(=O)O)cc1	-2	-0.7	15	0.62	0.23	11	-1	-21	0.9
CCOC(=O)c1cnc(-n2cc(C)cn2)nc1Nc1ccccc1OC	6	-0.7	4	0.079	0.16	17	-0.51	6	0.9
Cn1c(=O)c2c(nc(NCc3ccco3)n2Cc2ccccc2Cl)n(C)c1=O	.	-3.6	.	0.38	1.2	1	0.76	16	1
O=C(NC1CCCCC1)C1CCCN1S(=O)(=O)c1cccc2nsnc12 (configuration not stated)	6	-0.2	-2	0.35	0.013	4	0.094	-14	0.9
Cn1c(C(=O)NCC2CCCO2)cc2c(=O)n(C)c3ccccc3c21 (configuration not stated)	-11	0.2	4	0.67	-1.5	9	0.79	-18	0.8
COc1ccc(C2CC(=O)C3=C(C2)Nc2ccccc2N(C(C)=O)C3c2ccco2)cc1 (configuration not stated)	-4	-1.6	17	0.3	-1.2	.	0.02	-2	0.9
CCc1cc(=O)oc2cc(C)cc(OC(=O)c3ccco3)c12	-3	-0.5	-6	0.48	0.84	3	2.5	.	1
O=C(O)C1C2CCC(C2)C1C(=O)Nc1cc(F)ccc1F (configuration not stated)	-2	0.2	12	0.13	-0.49	-2	0.054	-20	1
COc1ccc(-c2cn3c(C)c(C(=O)Nc4cc(NC(C)=O)ccc4OC)sc3n2)cc1	48*	-0.4	24	0.99	-1.6	1	0.4	8	0.9
C=CCNC(=O)CCCOc1cc(C)ccc1C	6	-0.6	11	0.42	0.81	7	1.4	1	1
CCc1ccc(S(=O)(=O)NC(CC(=O)O)c2ccccc2)cc1 (configuration not stated)	-2	0.1	11	-0.56	0.068	9	-6.5*	-16	1
Nc1nc2n(n1)C(c1cccc(Br)c1)CC(c1ccc(F)cc1)N2 (configuration not stated)	4	-0.9	2	-0.31	-0.93	5	14*	0	0.8
Cc1cccc(-n2ncc3c(N4CCN(c5nc(C)cc(C)n5)CC4)ncnc32)c1	-5	-0.2	5	0.23	0.21	2	-0.027	-10	1
COC(=O)c1[nH]c2cccc(Cl)c2c1NC(=O)CN1CCCCC1C (configuration not stated)	-6	-0.7	8	0.53	0.47	-1	3.2	21	0.9
CCOC(=O)c1c(-c2cccs2)csc1NC(=O)CN1CC(C)OC(C)C1 (configuration not stated)	8	-0.6	7	-0.49	0.04	7	0.054	-41	0.9
COc1ccc(CCn2c(N)c(C(=O)NCc3ccco3)c3nc4ccccc4nc32)cc1OC	2	7.3*	0	0.077	0.42	5	-0.012	-112	0.9
COC(=O)C(Cc1ccc(O)cc1)NC(=O)c1ccccc1OC (configuration not stated)	-1	-0.2	9	0.31	-0.07	.	-0.047	-18	0.9
O=C(c1ccc(Cn2cc(Br)cn2)cc1)N1CCN(c2ccccc2)CC1	26	-1.1	1	-0.24	-1.4	3	-0.082	0	0.9
Cc1ccc(N2CC(C(=O)Nc3ccncc3)CC2=O)cc1 (configuration not stated)	7	-0.5	7	0.053	0.35	-5	-0.39	5	1
COCCNC(=O)c1ccccc1-c1nc(-c2ccccc2Cl)no1	6	-0.9	21	-0.8	0.02	3	0.45	-6	1
CCNc1cc2n(c(=O)n1)CCc1cc(OC)c(OC)cc1-2	-2	-1.9	7	0.82	0.86	-8	1.8	-48	1
COc1ccc(C2SCCN2S(=O)(=O)c2ccc(F)cc2)cc1OC (configuration not stated)	-1	-0.1	13	-0.35	-0.75	3	4	5	0.9
COc1ccccc1S(=O)(=O)Cc1ccc(C(=O)NCc2cccs2)o1	-5	0.6	5	2.2*	0.026	8	-0.1	2	1
CC(=O)N(C(C)=O)c1cccc2c(N(C(C)=O)C(C)=O)cccc12	-4	-0.9	9	0.92	-0.12	8	-0.057	-8	0.9
CN1CCN(P(=O)(c2ccccc2)c2nc3ccccc3s2)CC1 (configuration not stated)	2	-0.6	12	-1.9	-0.19	7	-1.7	0	0.9
O=C(NC1CCCCCCC1)c1ccc2c(c1)OCO2	12	-1.5	-9	-0.21	0.48	4	-3.5*	-14	1
CCSc1ccccc1C(=O)Nc1cccnc1	1	0.1	16	0.56	0.29	4	-0.0011	-1	0.9
